# USP28 block = human USP28 deubiquitinase inhibition | Q96RU2 | purified USP28, Ub-rhodamine cleavage fluorescence, 30 min | inhibition, % at 25 µM | actives 3% (n = 47,000) | AID 1645857
# OTUD3 block = blocks human OTUD3 ubiquitin-rhodamine cleavage | Q5T2D3 | inhibition, % at 25 µM | purified OTUD3, Ub-rhodamine fluorescence, 2 h | actives 0.7% (n = 47,000)
# USP8 block = inhibitors of human USP8 deubiquitinase. P40818. purified USP8, Ub-rhodamine cleavage fluorescence, 30 min. inhibition, % at 20 µM. actives 4.2% (n = 47,000). AID 1645853
# USP7 block = blocks human USP7 ubiquitin-rhodamine cleavage | AID 1645854 | inhibition, % at 20 µM | actives 0.3% (n = 47,000) | purified USP7, Ub-rhodamine cleavage fluorescence | Q93009
# USP30 block = blocks human USP30 ubiquitin-rhodamine cleavage. Q70CQ3. purified USP30, Ub-rhodamine cleavage fluorescence. inhibition, % at 25 µM. actives 5.3% (n = 47,000). AID 1645860
# USP17 block = human USP17-like deubiquitinase inhibition | A8MUK1 | purified USP17, Ub-rhodamine cleavage fluorescence, 3 h | inhibition, % at 50 µM | actives 6.5% (n = 47,000) | AID 1645855
# UCHL1 block = human UCHL1 deubiquitinase inhibition | P09936 | purified UCHL1, Ub-rhodamine cleavage fluorescence | inhibition, % at 20 µM | actives 0.2% (n = 47,000) | AID 1645859
# Target sequence (P09936 whole entry, looked up): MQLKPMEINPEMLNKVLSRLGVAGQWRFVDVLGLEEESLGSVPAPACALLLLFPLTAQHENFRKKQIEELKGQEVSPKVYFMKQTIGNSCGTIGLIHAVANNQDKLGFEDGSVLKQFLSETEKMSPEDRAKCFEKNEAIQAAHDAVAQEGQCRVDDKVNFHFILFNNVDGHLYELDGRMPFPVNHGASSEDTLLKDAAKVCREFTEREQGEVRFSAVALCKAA
# USP10 inh = human USP10 deubiquitinase inhibition | purified USP10, Ub-rhodamine fluorescence, 60 min | inhibition, % at 20 µM | actives 1.1% (n = 47,000) | AID 1645856
# Target sequence (Q14694 whole entry, looked up): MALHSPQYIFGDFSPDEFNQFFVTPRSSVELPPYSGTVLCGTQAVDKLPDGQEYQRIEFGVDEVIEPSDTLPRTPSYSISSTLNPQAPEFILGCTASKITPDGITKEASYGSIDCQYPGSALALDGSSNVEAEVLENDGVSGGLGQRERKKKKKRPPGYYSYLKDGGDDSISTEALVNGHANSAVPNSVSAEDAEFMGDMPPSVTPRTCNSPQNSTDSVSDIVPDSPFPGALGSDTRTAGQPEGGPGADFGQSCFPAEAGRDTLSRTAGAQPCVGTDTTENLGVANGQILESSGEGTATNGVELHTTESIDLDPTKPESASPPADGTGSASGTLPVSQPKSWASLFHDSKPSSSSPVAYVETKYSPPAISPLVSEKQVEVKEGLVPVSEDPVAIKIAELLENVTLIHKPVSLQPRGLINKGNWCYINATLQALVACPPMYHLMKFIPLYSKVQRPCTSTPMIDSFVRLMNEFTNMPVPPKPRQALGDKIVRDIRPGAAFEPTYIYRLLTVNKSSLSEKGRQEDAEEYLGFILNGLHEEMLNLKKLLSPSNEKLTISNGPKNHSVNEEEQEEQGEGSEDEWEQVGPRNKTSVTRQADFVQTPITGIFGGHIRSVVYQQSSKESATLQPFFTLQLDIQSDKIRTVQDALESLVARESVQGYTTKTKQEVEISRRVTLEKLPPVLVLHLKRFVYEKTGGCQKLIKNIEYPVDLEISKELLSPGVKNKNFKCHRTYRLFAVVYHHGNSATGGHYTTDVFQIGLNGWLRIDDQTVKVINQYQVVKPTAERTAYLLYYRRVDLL
# * = called active by the depositor; i = inactive; nt = not tested or not shown. Cut-off read from the data, not from the text of the source: active = inhibition above about 30%; inactive = the rest.
SMILES,USP28 block,OTUD3 block,USP8 block,USP7 block,USP30 block,USP17 block,UCHL1 block,USP10 inh
Cc1ccc(-c2ccc3nnc(SCC(=O)N4CCCc5ccccc54)n3n2)cc1,7,5,1,1,15,nt,3,-2
O=c1ccc2cc(S(=O)(=O)NCc3ccccc3Cl)ccc2[nH]1,nt,4,6,-4,nt,26,5,-2
Cc1nn(-c2ccccc2)c(C)c1C(=O)OCC(=O)Nc1cccc(C#N)c1,66*,8,19,-4,5,8,3,0
O=C(Nc1cnn(-c2ncc(N3CCCCC3)cn2)c1)c1cccnc1,-7,1,-32,0,-39,24,-1,-4
COc1ccc(-c2noc(C3CCCN3C(=O)Nc3cccc(C)c3)n2)cc1 (stereo not given),10,-1,2,3,9,10,3,4
Cc1ccc(C)c(N2CCN(C(=O)c3cc(C)n4nccc4n3)CC2)c1,1,14,4,0,12,0,2,-2
CC(C)(C)OC(=O)NCC(=O)N1CCC(C(=O)N[C@@H](Cc2c[nH]c3ccccc23)C(=O)NC2CCCCC2)CC1,-12,-8,-5,-3,-7,-5,-1,-2
CCc1ccc(CNC(=O)c2cc3c(=O)[nH]c4ccccc4c3s2)cc1,-13,-1,0,-3,-13,0,-5,2
COC(=O)c1ccc(COC(=O)c2cc(C)nc3ccccc23)cc1,-5,-3,-1,6,-10,-2,1,-1
CN(C)c1ncc(CN2CCC(C3CC=CCN(Cc4ccc(F)cc4)C3=O)CC2)cn1 (stereo not given),-4,0,-6,-3,-4,-12,-5,3
FC(F)(F)Oc1ccccc1-c1nnc(-c2ccncc2)o1,12,13,1,0,15,12,2,3
O=C(NCCc1ccccc1)c1noc2ncnc(N3CCOCC3)c12,2,10,7,0,10,11,5,2
CCN1CC[C@@]2(C(=O)N3CCOCC3)CCN(C(=O)c3cccc(OC)c3)CC[C@@H]12,-8,-2,-132,-4,-5,-20,-4,-1
CCNC(=O)N1CCCN(Cc2ccccc2F)CC1,2,4,12,3,8,4,0,-1
O=C1C[C@@H]2O[C@H](CNC(=O)[C@@H]3CN(CCN3C(=O)C3CCOCC3)C(=O)[C@@H]3C[C@@H](CN3Cc3ccc(C(F)(F)F)cc3)N1)[C@@H](O)[C@H]2O,-180,-111,-31,-32,i,-126,-21,-4
Cc1ccc(CN2CN(C3CCN(C(=O)c4ccoc4)CC3)CC2=O)c(C)c1,14,14,6,0,8,1,0,-7
Cc1ccc(-c2nnc(CCC(=O)O)o2)cc1,-1,5,4,-21,-47,-27,2,2
Cc1cc(N2CC3(CCCCC3)OC2=O)nc(C2CCN(S(C)(=O)=O)CC2)n1,-28,3,31*,5,24,14,5,-1
c1ccc(-c2nnc3n2-c2ccccc2SC3)cc1,15,10,11,3,31*,17,2,0
COc1ccc(CC(=O)N2CCC([C@@H]3C[C@H](C(F)F)n4ncnc4N3)CC2)cc1,5,1,1,1,11,2,0,2
Cn1c(O)c(C2=Nc3ccccc3SC(c3ccc4c(c3)OCO4)C2)c(=O)n(C)c1=O (stereo not given),-3,-2,3,0,6,2,0,2
COCCN1C(=O)CO[C@H]2CN(Cc3cnc4ccccc4c3)C[C@H]21,-18,-13,-4,-1,-13,-60,-1,-4
CCc1cc(C(c2ccc(OC)cc2)N2CCOCC2)c(NC(=O)c2ccccc2)s1 (stereo not given),-1,0,-3,11,3,-6,5,7
O=C1NCc2ccccc2CC12CCN(Cc1cccc3ccccc13)C2 (stereo not given),20,8,6,9,32*,10,9,9
O=C(NCc1cccc(Cl)c1)c1cc(-c2ccncc2)nc2ccccc12,-26,-17,-7,-9,-81,-14,-10,-4
Cc1cccc(CC(=O)Nc2sc(C(C)C)cc2C(=O)N2CCOCC2)c1,10,10,4,-6,19,13,3,0
Cc1noc(-c2ccc(SCC(=O)Nc3ccccc3)nc2)n1,-5,-22,-2,2,-28,-3,0,-5
COc1ccc(S(=O)(=O)C(CNC(=O)c2cccc(Cl)c2)c2cccnc2)cc1 (stereo not given),5,4,5,2,1,1,0,-2
Cc1cc(-c2ncc(C)[nH]2)nc(CC2CCN(C(=O)C(C)C)CC2)n1,8,10,18,3,24,10,3,2
CCc1ccccc1NC(=O)c1cc2c(n(-c3ccccc3)c1=O)CCCC2=O,-6,3,-1,-1,13,3,-1,0
N#Cc1cccc(NC(=O)c2ccc(OCc3ccccc3)cc2)c1,8,11,28,11,12,14,8,23
CSc1ncc(C(=O)NC(C)c2ccccc2)c(-c2ccccc2)n1 (stereo not given),8,11,21,1,23,60*,0,1
O=C(Cc1cccc(C(F)(F)F)c1)NC12CC3CC(CC(C3)C1)C2,-3,2,-11,-2,3,12,-2,4
Cn1c(=O)c(C(=O)Nc2ccc(Br)cc2)cc2cccnc21,16,11,-5,2,18,17,0,0
O=C(NC1CCCCC1)c1cnc2sc3c(n2c1=O)CCC3,-6,-5,0,1,-25,0,-1,1
O=C(NCCNc1ccc(Nc2ccncc2)nn1)Nc1ccccc1F,7,3,5,5,6,1,0,1
Cc1cc(C(=O)N2CCCn3nc(-c4ccc(F)cc4)cc3C2)nn1C,8,6,13,-2,1,9,0,-2
CC1CCCN(S(=O)(=O)c2nn(Cc3ccccc3)cc2C(=O)O)C1 (stereo not given),0,2,-44,3,4,-3,0,4
Cc1nc(C(=O)NCc2cccc([C@@H]3NC(=O)N[C@H]4OCCC[C@H]43)c2)co1,18,8,4,5,11,8,-2,0
O=C(NCc1ccco1)c1nc(-c2ccc3cc[nH]c3c2)no1,0,-14,-17,-4,-32,-11,1,-2
c1ccc(N=C(N=C(Nc2ccccc2)c2ccccc2)N2CCCCC2)cc1,10,4,0,-21,21,-2,-3,2
Cc1ccc(S(=O)(=O)N2C(=O)CCC2C(=O)N2CCN(c3ccc(F)cc3)CC2)cc1 (stereo not given),-2,-10,-19,3,-30,-8,1,-3
Cc1ccc(C)c(N2CCN(C(=O)[C@H]3[C@@H]4C[C@@H]5[C@H]3C(=O)O[C@@H]5C4)CC2)c1,7,4,3,0,2,0,0,-2
COc1ccc(OCCNC(=O)c2ccccc2C(F)(F)F)cc1,-10,0,-28,-2,-9,0,-1,3
COc1ccc(NC(=O)N2CCN(C3=CC4=NCC(C)N4C=N3)CC2)c(C)c1 (stereo not given),10,10,7,4,27,-19,0,3
N#Cc1ccccc1CN1CCCC12Cc1ccccc1CNC2=O (stereo not given),8,10,6,1,12,18,1,-1
O=C(NCc1ccccc1)[C@@H]1Cc2nc[nH]c2CN1Cc1ccc(Cl)cc1,-8,-10,11,-29,-106,nt,-3,-3
CN1c2ccccc2CN(CC2CCOCC2)CC1Cc1ccccc1 (stereo not given),-220,-186,-250,-138,i,-147,-165,-6
COc1cc(S(=O)(=O)N2CCN(c3nc(C)cc(N(C)C)n3)CC2)c(C)cc1C,-12,-8,1,8,-26,-19,2,-4
Cc1ccc(NS(=O)(=O)c2ccc(F)c(Cl)c2)cc1S(=O)(=O)N(C)C,0,0,-48,-9,-6,-5,-2,11

# Among those listed so far, these contain a Cl atom:
SMILES,USP28 block,OTUD3 block,USP8 block,USP7 block,USP30 block,USP17 block,UCHL1 block,USP10 inh
O=c1ccc2cc(S(=O)(=O)NCc3ccccc3Cl)ccc2[nH]1,nt,4,6,-4,nt,26,5,-2
O=C(NCc1cccc(Cl)c1)c1cc(-c2ccncc2)nc2ccccc12,-26,-17,-7,-9,-81,-14,-10,-4
COc1ccc(S(=O)(=O)C(CNC(=O)c2cccc(Cl)c2)c2cccnc2)cc1 (stereo not given),5,4,5,2,1,1,0,-2
O=C(NCc1ccccc1)[C@@H]1Cc2nc[nH]c2CN1Cc1ccc(Cl)cc1,-8,-10,11,-29,-106,nt,-3,-3
Cc1ccc(NS(=O)(=O)c2ccc(F)c(Cl)c2)cc1S(=O)(=O)N(C)C,0,0,-48,-9,-6,-5,-2,11

# (next part)
SMILES,USP28 block,OTUD3 block,USP8 block,USP7 block,USP30 block,USP17 block,UCHL1 block,USP10 inh
CCOc1ccnc2c1c(=O)n(CC(=O)NC1CCCC1)c(=O)n2C,-21,-17,-12,-5,-50,0,-6,-7
COc1cccc(/C=C/c2nc(-c3ccc4oc(C)nc4c3)no2)c1,-12,-19,-3,-5,-63,-20,-2,-8
COC(=O)c1noc(-c2ccc(OC)cc2)n1,0,7,15,4,-2,6,1,1
COc1cccc(C(=O)N2C[C@H]3NC(=O)c4ccccc4C(=O)[C@@]3(C)C2)c1,7,6,12,7,21,6,1,0
Cc1ccc(N(C)C(=O)[C@H]2[C@@H]3C[C@@H]4[C@H]2C(=O)O[C@@H]4C3)cc1,8,8,2,3,11,11,0,4
Cc1cc(C)cc(NC(=O)Cn2cnc(-c3nc(C)cs3)c2)c1,-17,-10,-4,-4,-14,28,-2,-4
Cc1cccc(NC(=O)c2cnc(N3CCCCC3)c3ccccc23)n1,21,-16,36*,-7,-24,10,0,-3
O=C(NC1CCCCCC1)c1nc(Cc2c[nH]c3ccccc23)no1,27,12,10,2,21,19,5,10
Cc1c(C)n2c3c(=O)n(CC(=O)c4ccccc4)c(=O)n(C)c3nc2n1C(C)C,3,0,-25,0,7,0,1,6
CC1(C(=O)NC2CCCC2)CCC(=O)N1c1ccccc1F (stereo not given),-9,1,0,-4,-8,0,-6,-1
Cc1cccc(-c2ccc(CC3CN(C(=O)C4CCC4)CCNC3=O)cc2)c1 (stereo not given),7,-10,-3,-6,-4,-2,1,-3
COc1ccccc1N(Cc1nc2nc(C)cc(C)n2n1)C(=O)c1ccccc1,-8,0,3,2,0,3,-1,0
Cc1cc(-c2onc(C)c2C(=O)Oc2ccc(Cl)cc2)no1,-5,13,-12,7,7,1,4,1
O=C(Nc1ccccc1)c1nnc(CCC(=O)N2CCN(c3ccc(F)cc3)CC2)s1,-5,1,1,-1,0,-6,3,0
CN(C1CCCCC1)S(=O)(=O)c1ccc(S(=O)(=O)N2CCN3CCCC3C2)cc1 (stereo not given),-10,-1,-58,-10,-2,-9,-3,-2
Cc1cc(C)nc(Nc2cccc(C3CCCN(C(=O)c4cnccn4)C3)n2)n1 (stereo not given),4,6,0,0,5,0,-2,0
C=C1C=C(NCc2cccnc2)n2nc3nc(C)cc(C)c3c2N1,-18,-9,-11,0,-42,-3,3,-3
CCn1cc(-c2cc(C(=O)N3CCC4(CC=CCOC4)CC3)on2)cn1,-4,0,-3,-1,7,0,-2,0
O=C(NCCC1=CCCCC1)C1CCN(c2cnccn2)CC1,15,14,0,0,24,8,2,3
Cc1ncc(CO)c2cc(C(=O)Nc3ccc(F)cc3F)c(=Nc3ccccc3)oc12,-8,4,7,1,10,0,-1,0

# Structural class, the entries above with a thiophene ring, fused or not.
SMILES,USP28 block,OTUD3 block,USP8 block,USP7 block,USP30 block,USP17 block,UCHL1 block,USP10 inh
CCc1ccc(CNC(=O)c2cc3c(=O)[nH]c4ccccc4c3s2)cc1,-13,-1,0,-3,-13,0,-5,2
CCc1cc(C(c2ccc(OC)cc2)N2CCOCC2)c(NC(=O)c2ccccc2)s1 (stereo not given),-1,0,-3,11,3,-6,5,7
Cc1cccc(CC(=O)Nc2sc(C(C)C)cc2C(=O)N2CCOCC2)c1,10,10,4,-6,19,13,3,0

# Next section
SMILES,USP28 block,OTUD3 block,USP8 block,USP7 block,USP30 block,USP17 block,UCHL1 block,USP10 inh
CSc1nc(N)c2c(n1)N[C@@H]1OC[C@@H](OC(C)=O)[C@@H](OC(C)=O)[C@@H]1N2C(C)=O,3,9,20,1,18,8,1,2
COc1ccc2c(c1)C[C@@H](c1cccnc1)N[C@H]2c1cccnc1,7,10,41*,-1,13,10,1,-1
COc1cc2oc(=O)c(CC(=O)N3CCN(C(C)=O)CC3)c(C)c2cc1OC,8,8,16,5,25,19,0,3
Cc1cc(C(=O)N2CCc3nc4scc(C)c4c(=O)n3CC2)on1,13,12,15,3,17,14,0,-2
Cc1cc(-c2cnc(NCc3cccc(F)c3)nc2[C@@H]2CCCO2)on1,35*,10,22,0,21,18,4,1
Cc1sc(NCc2ccccc2)nc1-c1ccccc1,40*,-3,-14,-3,1,-7,1,9
Cc1ccc2c(Nc3ccc(F)c(C#N)c3)c(C(=O)N3CCCC3)cnc2n1,6,9,-161,-6,2,16,-3,-5
Cc1ccn2c(CN3C[C@H]4NC(=O)c5ccccc5C(=O)[C@@]4(C)C3)c(C)nc2c1,12,13,10,7,6,17,1,2
O=C(Nc1nc2c(s1)CN(C(=O)C1CC=CCC1)CC2)C1CCCO1 (stereo not given),-6,-13,-84,-6,-16,-3,-5,-6
O=C(CSc1nnc(CNC(=O)c2ccco2)o1)Nc1cc(C(F)(F)F)ccc1Cl,-2,-1,-21,-7,-7,-8,-6,-3
O=S(=O)(Nc1cccn2cnnc12)c1ccc2c(c1)CCC2,7,8,0,-1,-22,8,-1,-2
CCOC(=O)CSc1nnc(-c2ccc(NC(=O)c3ccccc3)cc2)n1C,25,7,1,2,22,26,1,-2
Cc1cc(N)nn1Cn1nc(C(F)(F)F)cc1C,2,-1,2,0,7,0,0,0
